Assay outcomes from PubChem BioAssay.
AMA1-RON2 inh = disrupts binding of P. falciparum AMA1 to RON2; AlphaScreen AMA1-biotinylated RON2 peptide binding; Potency, µM (doses to about 58.2 µM), without a hit: at the top dose activity change, negative = inhibition, usual class: inhibitors; actives 0.2% (n = 360,000);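 note: 0% = vehicle wells and -100% = peptide control; nearly all actives have a fitted effect of over 45% in size; some results filed as inactive show a strong effect at the top dose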
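AMA1 (3D7) with his tag at 25 nM final met compounds first, then biotinylated RON2 peptide at 25 nM; detection used donor plus acceptor beads, 10 µg/mL apiece, read by AlphaScreen after 30 min at room temperature.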
Tb PYK inh = inhibitors of Trypanosoma brucei pyruvate kinase; Q57TT1; TbPYK enzyme, Kinase-Glo Plus ATP luminescence, 45 min; Potency, µM (series often up to 76.8 µM), inactives show at the highest dose activity, negative = inhibition, most hits filed as inhibitors; actives 0.12% (n = 410,000); note: nearly all actives have a fitted effect of over 50% in size
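ADP (130 uM final) triggers the TbPYK reaction after compound addition; incubation is 45 min at room temperature. Kinase-Glo Plus is then added and luminescence imaged. Normalized data are fitted to concentration-effect curves.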
The depositor's hits bear a star; u = inconclusive; [ ] = dose if it differs, or a comment. Calls come from the whole dose curve; as a rule, active = well fitted curve in the direction sought with a large enough effect; inconclusive = small, poorly fitted or top-dose-only effect, or another doubt; inactive = no such curve, though single readings can be large; an effect the other way counts as inactive or inconclusive. Unless noted, % is set by controls: 0 for no effect and ±100 for the full control effect; potency is the fitted concentration of half-maximal effect. An excerpt; rates above refer to the full screens.

Values run as follows: AMA1-RON2 inh, Tb PYK inh
C[C@H](NS(=O)(=O)c1ccc(Cl)cc1)C(=O)OCC(=O)Nc1cc(S(=O)(=O)N2CCOCC2)ccc1Cl
  -2%[11.6 µM], -2%
Cc1cccc(CN2CCN(c3ccccn3)CC2)c1
  -8%, 11%
O=C(COC(=O)c1ccc[nH]c1=O)NC1CC1
  -1%, 1%
O=S(=O)(NCC(c1cccnc1)N1CCN(c2ccc(F)cc2)CC1)c1ccccc1 (stereo not given)
  -3%, 1%
COc1cc(OC)cc(C(=O)NNC(=O)c2ccc3c(c2)OCCO3)c1
  15%, 8%
CN(C)c1ncnc2c1ncn2[C@H]1CN(Cc2ccc(-c3ccccc3)cc2)C[C@@H](CO)O1
  -17%, 7%
O=C(CN1CCN(S(=O)(=O)c2ccc3c(c2)OCCO3)CC1)Nc1ccccc1Br
  -2%, 8%
C#CCN(C[C@H]1[C@H](OC(=O)NC2CC2)[C@H](OC(=O)NC2CC2)C[C@H]2C(=O)N(c3ccccc3)C(=O)[C@@H]12)S(=O)(=O)c1ccc(C)cc1
  8%, 0%
COc1ccc(-c2c(C(=O)c3ccccc3)[nH]c(N)c2C(=O)NC2CC2)cc1OC
  10%, 0%
COc1ccc(CN2C[C@H]3CON(C)[C@H]3C[C@H]2c2ccc(-c3cccc(F)c3)cc2)cc1
  u, 6%

Exported with each value named: entries from further up.
C#CCN(C[C@H]1[C@H](OC(=O)NC2CC2)[C@H](OC(=O)NC2CC2)C[C@H]2C(=O)N(c3ccccc3)C(=O)[C@@H]12)S(=O)(=O)c1ccc(C)cc1
  AMA1-RON2 inh = 8% | Tb PYK inh = 0%

COc1ccc(-c2c(C(=O)c3ccccc3)[nH]c(N)c2C(=O)NC2CC2)cc1OC
  AMA1-RON2 inh = 10% | Tb PYK inh = 0%

O=C(CN1CCN(S(=O)(=O)c2ccc3c(c2)OCCO3)CC1)Nc1ccccc1Br
  AMA1-RON2 inh = -2% | Tb PYK inh = 8%

COc1ccc(CN2C[C@H]3CON(C)[C@H]3C[C@H]2c2ccc(-c3cccc(F)c3)cc2)cc1
  AMA1-RON2 inh = u | Tb PYK inh = 6%

(more compounds)
Values run as follows: AMA1-RON2 inh, Tb PYK inh
O=C1CCN(C(=O)Cc2ccccc2)c2ccccc21
  11%, 2%
Cc1ccc(C(O)c2ncc(-c3ccccc3C)[nH]2)cc1F (stereo not given)
  -1%, 0%
OC[C@H]1O[C@@H](c2nc(-c3ccc(CN4CCOCC4)cc3)no2)[C@H](O)[C@@H](O)[C@H]1O
  1%, 0%
CCOC(=O)N1CCN(CC(=O)Nc2nccs2)CC1
  7%, -9%
CCCCOCCCNC(=O)/C=C/c1ccccc1Cl
  12%, 0%
CCOc1ccc(NC(=O)c2c(O)[nH]c(=O)[nH]c2=O)cc1
  1%, -8%
CCCC(=O)N(Cc1cc2cc(OC)ccc2[nH]c1=O)c1ccc(OC)cc1
  -2%, 0%
O=C(NCCO)c1cccc(-c2cnc3c(Nc4cccc(OC(F)(F)C(F)F)c4)nccn23)c1
  44%[activator], -5%
CC(C)c1cccc(C(C)C)c1Nc1cn[nH]c1
  24%, 0%
COc1ccccc1NC(=O)COC(=O)CNC(=O)C1CCCCC1
  7%, -4%
O=C(COC(=O)c1ccc(Br)o1)Nc1ccc2c(c1)OCCO2
  -21%, 1%
Cn1c(C(=O)NN)cc2cc(OCc3ccccc3)ccc21
  72%[activator], -1%
O=C(/C=C/c1ccccc1)Nc1ccc(S(=O)(=O)N2CCOCC2)cc1
  38%[activator], 10%
O=C1NC[C@H](CCCCN2CCN(CCC3CCCCC3)C(=O)C2=O)N(CCc2ccccc2)C1=O
  -2%, 4%
COc1ccc(O)c(C(=O)CC(=O)c2cccnc2)c1
  78%[activator], -1%
NC(=O)c1cc(N2CC2)c([N+](=O)[O-])cc1[N+](=O)[O-]
  -7%, 3%
C=C1CCN([C@@H](CC(C)C)C(=O)NCCCc2ccccc2)S(=O)(=O)c2ccccc21
  12%, 1%
COc1cccc(NC(=O)CN(C)C(=O)/C=C/c2ccc(S(=O)(=O)N3CCCCCC3)cc2)c1
  -4%, 1%
C[C@H]1CN([C@@H](C)CO)S(=O)(=O)c2ccc(Br)cc2O[C@@H]1CN(C)C(=O)c1cccnc1
  22%, 5%
CC(C)Cn1cc(-c2cccc3nccn23)cn1
  -1%, 1%
O=C(NCC(=O)N1CC=C(c2ccccc2)CC1)c1ccc(OC(F)F)cc1
  7%, 0%
C[C@@H]1CN([C@@H](C)CO)C(=O)CCCn2nncc2CO[C@H]1CN(C)S(=O)(=O)c1ccc(Oc2ccccc2)nc1
  12%, 6%
COc1ccc(-c2ccc3oc(-c4ccsc4)cc3c2)cc1
  1%, -8%
CC(=O)c1ccc(-c2ccc(C(=O)NCC(c3ccco3)N(C)C)o2)cc1 (stereo not given)
  -2%, -4%
Cc1nnc2sc(SCC(=O)N3CCc4ccccc43)nn2c1=O
  6%, -18%
CC(Sc1nnc(-c2ccco2)o1)C(=O)Nc1ccc(OC(F)F)cc1 (stereo not given)
  5%[11.6 µM], 2%
CCN(CC)C(=O)c1cccc(-c2csc(C(O)c3ccc(F)c(F)c3)n2)c1 (stereo not given)
  -11%, 0%
O=C(COC(=O)c1cccc([N+](=O)[O-])c1)Nc1ncc(Br)s1
  3%, -4%
CCC(=O)c1cn([C@@H](CCC(OC)OC)CC(=O)OC(C)(C)C)cc1CC
  -6%, -10%
CCc1nc2ccc(C(=O)N3CCN(C(=O)c4ccco4)CC3)cn2c1N(C)Cc1nccn1C
  16%, -2%
Nn1c(SCC(=O)NCC2CCCO2)nnc1-c1ccco1 (stereo not given)
  21%, 9%
CCOC(=O)[C@@H]1[C@H]2COc3cc(OC)ccc3[C@H]2N2C(=O)N(c3ccc(Cl)cc3)C(=O)[C@]12C
  0%, -2%
CN(C(=O)c1cccc(NC(=O)Cc2cccc(NC(=O)C3CCN(C(=O)C4CCCCC4)CC3)c2)c1)C1CCC1
  -2%, -1%
CC(=NNc1nc2ccccc2s1)c1ncccn1
  u, 2%
CNc1ncnc2c1ncn2[C@H]1CN(Cc2cccc3ccccc23)C[C@@H](CO)O1
  -6%, 0%
COc1ccc(-n2c(N)cc(=O)nc2SCC(=O)NC2CCCCC2)cc1
  -5%, 2%
NC(=O)c1cccc(-c2ccnc3c2CC(C(=O)Nc2cccc(Oc4ccccc4)c2)O3)c1 (stereo not given)
  -3%, -4%
Cc1nn(-c2ccccn2)c2c1C(=O)CC(C)(C)C2N=[N+]=[N-] (stereo not given)
  33%[activator], -16%
Cc1ccc2nc(C3CCCCC3)c(Cc3cccc(Cl)c3)n2c1
  -14%, 0%
C=CCNC(=O)c1c(CSc2ccc(Cl)cc2)noc1C(=O)NCc1ccccc1
  14%, 0%
COc1cccc(NC(=O)CCC2CCN(C(=O)C(OC)c3ccccc3)CC2)c1 (stereo not given)
  -10%, 3%
c1cc(SC2CCCCC2)cc(-c2nc3cnccn3c2NC2CCCCC2)c1
  25%, -7%
COc1ccc(CN2C(=O)C(CC(=O)NCC3CCCCC3)CC(C(=O)N3CCOCC3)=C2C)cc1 (stereo not given)
  -7%, 8%
O=Cc1cccc2ccc3cccc(C(=O)O)c3c12
  3%, -11%
Cc1cccc(CNC(=O)Nc2nnc([C@@H]3C[C@H](O)[C@@H](CO)O3)s2)c1
  -4%, -5%
Cc1ccc(S(=O)(=O)N2CCOCC2)cc1C(=O)NCCCN1CCCC1=O
  17%, -3%
O=C(O)c1ccc(N=C2c3ccccc3-c3ccccc32)cc1
  -3%, 6%
COCCNC(=O)C1(C)CCN(C(=O)c2ccc3ccccc3n2)C1 (stereo not given)
  14%, -7%
C=CCC1(CC=C)CC(Cc2cnccn2)N(C(=O)OC(C)(C)C)C1 (stereo not given)
  17%, -3%
C#CCOCCOCCOCCNc1nc(N2CCN(C(=O)[C@H](CCC(=O)O)n3cc([C@@H](N)CCCCN)nn3)CC2)nc(N2CCN(C(=O)[C@H](CCC(=O)O)n3cc([C@@H](N)CCCCN)nn3)CC2)n1
  -3%, 3%

(more compounds)
Values run as follows: AMA1-RON2 inh, Tb PYK inh
COc1ccc(S(=O)(=O)Nc2cc3c4c(c2)CC(=O)N4CCC3)cc1OC
  -8%, 4%
Cc1cc(Cl)ccc1C(O)c1ncc(-c2cccc(C(F)(F)F)c2)[nH]1 (stereo not given)
  14%, 4%
Fc1ccc(-c2nnc(-c3ccc4ccccc4c3)o2)cc1
  17%, -29%
CC(OC(=O)CSCC(=O)Nc1ccc(Cl)cc1)C(=O)N(C)Cc1ccccc1 (stereo not given)
  -14%, 3%
CCCc1c(C)nc2scc(-c3ccc(Cl)cc3)n2c1=O
  -1%, 7%
Cc1c(N2C(=O)/C(=C/c3cccc4ccccc34)SC2=S)c(=O)n(-c2ccccc2)n1C
  -5%, 3%
COCCNC(=O)C1CCCN(Cc2ccccc2F)CC1 (stereo not given)
  14%, 0%
O=C(C1=C[C@@H](c2ccc(C(F)(F)F)cc2)C[C@@H](OCCCCO)O1)N1CCCCCCC1
  6%, -3%
CCOc1ccc2nc(NC(=O)C3(C)CC3(Br)Br)sc2c1 (stereo not given)
  28%, -5%
Cc1ccc(-c2nc3ccc(Cl)cn3c2Cc2ccccc2)cc1
  -6%, 1%
COc1cccc(-c2cnc(C(O)c3c(C)cc(C)cc3C)[nH]2)c1 (stereo not given)
  3%, 3%
Cn1c(=O)c2[nH]c(SCCN3CCOCC3)nc2n(C)c1=S
  15%, -20%
CCn1cc(CN2CCC(n3nccc3NC(=O)C(OC)c3ccccc3)CC2)cn1 (stereo not given)
  22%, -6%
O=C(CN1C(=O)NC2(CCCCCC2)C1=O)NCc1ccc(Cl)cc1
  -2%, 1%
CC1=C(C(=O)N2CCOCC2)CC(CC(=O)NCCCN(C)C)C(=O)N1CCCN1CCCC1=O (stereo not given)
  2%, -2%
CCCCC[C@@H]1[C@H]2[C@H]3C(=O)N(c4ccccc4)C(=O)[C@H]3CC(=O)[C@H]2[C@H](c2ccccc2)N1S(=O)(=O)c1ccc(C)cc1
  17%, -2%
CC(O)C1C=CC=CC(=O)OC2CC3OC4C5OC5(C)C(O)CC4(COC(=O)C(O)C(C)CCO1)C2(C)C31CO1 (stereo not given)
  12%, -8%
CCN1C(=O)[C@H]2[C@@H](c3ccc(C)cc3)N[C@]3(CCCN(Cc4ccc(OC)cc4)C3=O)[C@H]2C1=O
  8%, 0%
CC(=O)c1c(C)oc2ccc(N(C(C)=O)S(=O)(=O)c3ccc(Br)cc3)cc12
  10%, 2%
CCOC(=O)[C@H]1[C@H]2COc3ccc(Cl)cc3[C@H]2N2C(=O)CNC(=O)[C@@]12C
  -3%, -3%
COc1ccc(CC(=O)Nc2cc(S(C)(=O)=O)ccc2Cl)cc1S(=O)(=O)N1CCOCC1
  2%[11.6 µM], 2%
O=C(NCCN1CCNC1=O)c1ccc2sc([C@@H]3O[C@H](CO)[C@H](O)[C@H](O)[C@H]3O)nc2c1
  3%, 1%
Cc1noc(C)c1S(=O)(=O)Nc1ccc2c(c1)C(=O)N([C@H](C)CO)C[C@H](C)[C@H](CN(C)S(=O)(=O)c1ccc(Cl)cc1)OCCCC[C@@H](C)O2
  -3%, -2%
CC(=O)OC(C)(C)/C=C/C(=O)C(C)(O)C1C(O)CC2(C)C3CC=C4C(CC(O)C(=O)C4(C)C)C3(C)C(=O)CC12C (stereo not given)
  6%, -8%
O=C(NCc1cccc(Cl)c1)c1ccc(S(=O)(=O)N2CCCCC2)cc1
  -2%, 2%
Cc1ccc(S(=O)(=O)N2C[C@H]3[C@H]4C(=O)N(c5ccccc5)C(=O)[C@H]4C[C@H](OC(=O)Nc4cccs4)[C@@]3(O)C2)cc1
  -8%, 2%
Cc1noc(C)c1NC(=O)N(C)C[C@H]1Oc2c(NC(=O)Nc3ccccc3)cccc2C(=O)N([C@H](C)CO)C[C@@H]1C
  0%, 0%
Cc1cnc2c(N)cc(C)c(C)c2c1
  92%[activator], -7%
COc1ccc(Cc2c(-c3ccc(F)cc3)nc3c(C)cc(Br)cn23)c(C)c1
  -5%, 0%
COC(=O)c1cc2c(n(-c3ccccc3)c1=O)CCCC2=O
  2%, -6%
COCC1CCCN(C(=O)c2cc(COc3ccc(C(C)=O)cc3)on2)C1 (stereo not given)
  4%, 2%
CCN(CC)CCCC(C)n1c2nc(=O)[nH]c(=O)c-2nc2cc(Cl)ccc21 (stereo not given)
  0%, -8%
CCc1sc(C(=O)Nc2ccc3c(c2)OCO3)cc1C
  11%, 2%
Cc1ccc(NC(=O)C2(C)CCN2C2Cc3ccccc3C2)cc1 (stereo not given)
  -7%, 3%
COc1cc(=O)oc(CCC(C)O)c1C (stereo not given)
  11%, 0%
C=CCOC(=O)C(C(=O)Cc1ccccc1)c1ccccc1 (stereo not given)
  21%, -7%
CCCC(=O)N1CCC1(C)C(=O)NS(=O)(=O)c1ccccc1 (stereo not given)
  2%, 4%
